EBNA-1 inh: blocks EBNA-1 binding to DNA | EBNA-1 DNA binding, fluorescence polarization | inhibition, % at 14.8 µM | actives 0.34% (n = 300,000); in the data active = inhibition above about 28%
GLD-1 TGE inh: GLD-1-TGE RNA interaction inhibition (C. elegans); Q17339; purified GLD-1 + fluorescein TGE RNA, fluorescence polarization; inhibition, % at 5.96 µM; actives 0.44% (n = 320,000); AID 2280;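 active = percent inhibition above a per-plate cutoff, the plate mean of test compounds plus 3 SD, cut at about 30% in these data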;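 note: 0% = DMSO wells with GLD-1 and probe and 100% = wells lacking GLD-1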
Efflux pump mplx: inhibitors of Candida antifungal efflux pumps expressed in yeast. S. cerevisiae Candida pump triplex, Nile Red efflux. AID 485275. inhibition, % at 10 µM. actives 0.44% (n = 330,000);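 active = plate passing quality check with inhibition over a set limit, or well fluorescence over plate mean plus 4 SD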;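 note: Nile Red retained in pooled yeast measured as flow cytometry median fluorescence; 0% = buffer negative control and 100% = Enniatin B positive control; higher means more Nile Red kept so more efflux inhibition; some compounds called inactive have numbers as strong as hits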
ZTA counter: blocks Epstein-Barr virus ZTA, an EBNA-1 counter-screen; actives 0.15% (n = 320,000); inhibition, % at 11 µM; ZTA-DNA binding, fluorescence polarization; AID 2234; in the data active = inhibition above about 33%
Target sequence (P03206 whole entry, looked up): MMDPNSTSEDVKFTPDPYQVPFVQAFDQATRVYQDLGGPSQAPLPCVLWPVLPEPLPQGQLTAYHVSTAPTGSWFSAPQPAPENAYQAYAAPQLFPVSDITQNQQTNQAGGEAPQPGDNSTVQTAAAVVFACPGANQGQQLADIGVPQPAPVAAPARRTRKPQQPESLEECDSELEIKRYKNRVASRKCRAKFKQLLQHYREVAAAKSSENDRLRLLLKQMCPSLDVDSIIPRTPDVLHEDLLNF
MEX-5 binding: C. elegans MEX-5 TCR-2 RNA binding activity; activity score (negative = inhibition of binding), % at 10 µM; AID 1832; actives 0.38% (n = 300,000); Q9XUB2; MEX-5/FITC-TCR2 RNA binding, fluorescence polarization; stronger effect = lower value;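 active = inhibition past about -25% in most replicates, and total fluorescence under double the plate's negative control median, limit read from the data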;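 note: 0% = DMSO and -100% = 5 µM competing unlabeled TCR2 RNA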
Target sequence (Q9XUB2 whole entry, looked up): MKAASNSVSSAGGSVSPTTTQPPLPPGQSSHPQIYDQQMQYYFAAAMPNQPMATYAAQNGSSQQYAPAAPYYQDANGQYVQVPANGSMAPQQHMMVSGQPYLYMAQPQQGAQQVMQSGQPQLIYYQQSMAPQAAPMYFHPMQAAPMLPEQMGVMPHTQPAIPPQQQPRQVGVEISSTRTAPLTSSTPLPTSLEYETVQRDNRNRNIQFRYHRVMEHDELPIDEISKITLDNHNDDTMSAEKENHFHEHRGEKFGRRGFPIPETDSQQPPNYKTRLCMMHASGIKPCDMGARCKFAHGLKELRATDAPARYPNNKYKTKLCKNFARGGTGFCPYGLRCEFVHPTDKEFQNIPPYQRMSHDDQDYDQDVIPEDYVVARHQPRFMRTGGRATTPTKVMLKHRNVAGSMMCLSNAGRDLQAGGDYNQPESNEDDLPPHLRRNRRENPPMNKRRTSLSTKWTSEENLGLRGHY
Fam108B inh: blocks mouse Fam108B hydrolase in RBBP9 counter-screen. recombinant Fam108B, FP-Rh probe fluorescence polarization. inhibition, % at 9.51 µM. actives 0.33% (n = 300,000);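 active = inhibition above the screen mean inhibition plus 3 SD, computed separately per campaign, cut at about 18% in these data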;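 note: inhibitors lower polarization as less probe binds the enzyme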
MCL1-BIM inh: inhibitors of human MCL1 binding to BIM-BH3 peptide; GST-MCL1 / FITC-Bim-BH3 fluorescence polarization; inhibition, % at 10.9 µM; actives 0.68% (n = 320,000); AID 2057;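 active = inhibition above the mean inhibition of all tested compounds plus 3 SD, set per campaign, cut at about 40% in these data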;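 note: 0% = DMSO wells and 100% = unlabeled Bim-BH3 peptide control; higher means more loss of mP so more displacement of Bim peptide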
Target sequence (Q07820 whole entry, looked up): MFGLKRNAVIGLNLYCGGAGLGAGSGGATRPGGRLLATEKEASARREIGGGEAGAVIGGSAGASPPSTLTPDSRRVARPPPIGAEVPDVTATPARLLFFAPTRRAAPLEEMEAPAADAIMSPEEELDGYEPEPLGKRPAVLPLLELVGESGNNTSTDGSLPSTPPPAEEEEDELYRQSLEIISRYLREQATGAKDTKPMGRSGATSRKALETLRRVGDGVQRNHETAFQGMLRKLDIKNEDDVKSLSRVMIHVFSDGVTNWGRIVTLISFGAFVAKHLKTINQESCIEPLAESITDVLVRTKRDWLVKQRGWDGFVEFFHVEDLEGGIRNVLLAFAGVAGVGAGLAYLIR
Yeast superoxide: yeast age-related superoxide inhibition as caloric restriction mimetic. S. cerevisiae aged cells, superoxide DHE fluorescence; stronger effect = lower value. superoxide response (% of plate mean), % at 10 µM. actives 0.18% (n = 330,000). AID 2690;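 active = superoxide response under a set limit, about three screen SD below normal, cut at about 65% in these data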;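 note: yeast aged for seven days with compound at 30 °C before DHE staining; 100% = average MFI of all compound-treated wells on the plate with controls excluded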
BCLXL inh: blocks human Bcl-xL binding to Bim BH3 peptide | GST-Bcl-xL / FITC-Bim BH3 peptide fluorescence polarization | actives 0.7% (n = 320,000) | Q07817 | AID 2129 | inhibition, % at 10.9 µM;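 active = inhibition above the mean of all tested compounds plus 3 SD, cutoff set per campaign, cut at about 30% in these data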;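 note: 0% = DMSO wells and 100% = unlabeled Bim-BH3 peptide competitor; inhibitors lower millipolarization by displacing the labeled peptide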
Active calls of the source: *; / = not tested or not shown.

smiles,Efflux pump mplx,Yeast superoxide,MEX-5 binding,GLD-1 TGE inh,Fam108B inh,BCLXL inh,MCL1-BIM inh,EBNA-1 inh,ZTA counter
O=C(O)CCc1ccc(-c2ccc(Br)cc2)n1Cc1ccco1,-0.1,89,-4.2,3,-2,2,7,4,-1
N/C(=N\OC(=O)N1CCOCC1)c1ccc(Cl)cc1,0.5,111,-0.8,5,0,2,4,1,-2
CCOc1ccc(NS(=O)(=O)c2ccc(NC(=S)NC(C)=O)cc2)cc1,0.0,94,-1.1,-4,-4,10,6,4,2
C=CCNC(=O)/C(=C/c1ccc(Br)cc1)NC(=O)c1ccccc1OC,0.2,80,1.5,0,4,-4,-6,-4,7
O=C(NCc1ccccc1)c1ccc2nc(N3CCOCC3)sc2c1,0.0,108,4.4,1,-7,8,4,-9,-4
C/C(=C(\C#N)C(=O)NCCN1CCOCC1)N(C)C,0.0,112,1.1,7,4,1,5,11,2
COc1ccc(NC(=O)CCN2C(=O)NC3(CCCC3)C2=O)cc1Cl,0.0,98,/,0,/,-1,-2,/,-17
Cc1ccc(S(=O)(=O)N(C(=O)c2ccncc2)c2ccc3oc4c(c3c2)CCCC4)cc1[N+](=O)[O-],0.4,107,1.5,2,-17,6,-2,-3,-3
Cc1c(C(=O)Nc2ccccc2)oc2c1C(=O)CC(C)(C)C2,0.0,93,-0.4,1,-1,7,13,-2,0
Cc1ncc([N+](=O)[O-])n1CC(=O)NC1CCCCC1,-0.1,97,1.7,1,-5,0,-4,-4,4
Nc1ccc(C(=O)O)cc1S(=O)(=O)O,-0.1,100,-0.3,-5,-4,5,2,-6,12
CCCc1nnc(NC(=O)c2cccs2)s1,0.2,100,-3.8,-1,4,3,10,-4,-2
COc1ccccc1NC(=O)Nc1ccc(S(=O)(=O)Nc2onc(C)c2C)cc1,0.1,104,/,5,/,1,0,/,6
CCOC(=O)c1[nH]c(C(=O)O)c(CCC(=O)OC)c1C,-0.1,99,3.4,4,1,-1,0,-4,-8
CCOc1ccccc1N1CCN(C(=O)c2cccs2)CC1,-0.1,95,-0.7,3,1,5,5,2,6

Other entries follow:
smiles,Efflux pump mplx,Yeast superoxide,MEX-5 binding,GLD-1 TGE inh,Fam108B inh,BCLXL inh,MCL1-BIM inh,EBNA-1 inh,ZTA counter
O=S(=O)(c1ccc(F)cc1)c1nc(-c2ccccc2)oc1N1CCOCC1,0.1,85,2.7,-1,1,3,-1,8,8
CC(=O)NC(C(=O)OCC(=O)N(c1ccccc1)c1ccccc1)C(C)C (configuration not stated),0.0,110,-1.1,-2,-1,-2,-6,11,15
Cc1cc(C)c2c(n1)sc1c(=O)n(CC(=O)c3ccccc3)cnc12,0.0,104,0.5,3,-1,3,3,8,-15
Cc1cc(NC(=O)CSc2ccc3nnc(-c4cccnc4)n3n2)no1,0.0,91,-1.5,3,-1,4,-2,11,-4
CCCCSc1nc(O)c(Cc2ccccc2)c(=O)[nH]1,-0.1,99,3.2,7,-1,5,-1,-1,13
O=C(COC(=O)c1ccc(CNS(=O)(=O)c2ccc(F)c(Cl)c2)cc1)NC1CCCCCCC1,0.5,113,/,0,-1,1,-4,3,1
CC(=O)Nc1ccccc1C(=O)C(=O)Nc1cccc(C(=O)NC2CC2)c1,0.1,97,3.0,9,0,5,4,-6,-6
Cc1cccc(C(C)C)c1NC(=O)CN(C)Cc1cccc(F)c1,0.0,94,-2.3,4,0,4,11,-5,-8
CC(OC(=O)CCC(=O)c1ccccc1)C(=O)Nc1ccc(F)cc1 (configuration not stated),0.0,105,1.0,5,-1,-13,-5,5,5
CCOC(=O)N1CCN(C(=O)c2ccc(C#CC3(O)CCCCC3)cc2)CC1,0.1,80,-0.5,1,2,4,4,-1,18
COC(=O)c1ccccc1NC(=O)c1cn(-c2ccc(C)c(C)c2)c(=O)c2ccccc12,0.1,101,0.2,6,-10,7,8,-6,9
COc1cc(NC(=O)c2cccs2)c(OC)cc1NC(=O)c1ccco1,0.2,102,-2.8,4,-2,5,4,4,4
CC(=O)Nc1ccc(OCC(O)CNC(C)C)cc1 (configuration not stated),0.7,93,/,6,-8,8,-4,9,21
COc1ccc(NC(=O)CN(C)C(=O)c2cccc(-n3cccc3)c2)cc1,0.1,101,-1.4,1,1,9,48*,-1,-3
O=C(Nc1ncc(Br)s1)C(Cc1ccccc1)n1cccc1 (configuration not stated),-0.1,95,-3.8,-8,-2,2,5,-2,27

(next part)
smiles,Efflux pump mplx,Yeast superoxide,MEX-5 binding,GLD-1 TGE inh,Fam108B inh,BCLXL inh,MCL1-BIM inh,EBNA-1 inh,ZTA counter
Cc1ccc(C2=Nc3ccccc3N(C(=O)c3ccccc3)C(C)C2)cc1 (configuration not stated),-0.1,88,0.0,-2,-1,6,13,-2,-4
O=P(OC1CCS(=O)(=O)C1)(c1ccccc1)c1ccccc1 (configuration not stated),0.1,102,0.5,2,1,1,-1,8,1
COc1ccc(NC(=O)c2ccc(-c3nn(C)c(=O)c4ccccc34)cc2)cc1,0.1,118,-2.4,5,-8,16,45*,-6,1
CCC1=NN2C(=N)/C(=C/c3ccc(OS(=O)(=O)c4ccccc4)c(OC)c3)C(=O)N=C2S1,0.1,95,0.1,4,-4,0,-2,3,-1
CCCNC(=O)Nc1cccc(C(=O)OC)c1,0.0,114,-2.8,1,-4,6,7,-7,-14
CCn1c(SCC(=O)c2ccc(Cl)cc2)nnc1-c1cccs1,-0.1,102,-0.4,-2,-5,-10,-9,-12,8
COc1ccc(C(C)=O)cc1COC(=O)CNC(=O)c1ccccc1F,-0.2,94,0.9,4,-2,2,-12,1,3
Cc1c(NS(C)(=O)=O)cccc1-c1nc2cccnc2s1,-0.1,89,2.7,6,1,5,6,-1,-3
CC(=O)c1ccc(NC(=O)c2ccc(CNc3c(N4CCCC4)c(=O)c3=O)cc2)cc1,0.1,73,2.6,1,-3,3,3,4,-10
CC(C)NC(=O)CN(Cc1ccc(F)cc1)C(=O)CCC(=O)Nc1ccccn1,0.0,100,0.6,-4,5,2,2,-6,-11
Cc1ccnc(NC(=O)c2ccc3c(c2)C(=O)N(CC(C)C)C3=O)c1,-0.9,102,-0.4,0,0,0,-3,3,26
CC(Sc1n[nH]c(-c2ccccc2F)n1)C(=O)Nc1ccc(S(N)(=O)=O)cc1 (configuration not stated),-0.3,91,/,-3,/,3,2,/,2
COc1cc(NC(=S)NC(=O)c2ccccc2F)ccc1NC(=O)c1ccco1,-0.1,102,-4.3,7,-3,7,12,-4,-13
Cc1ccc(S(=O)(=O)N2CN(Cc3ccco3)c3nc4ccccc4nc32)cc1,0.0,102,2.0,22,1,17,29,-1,8
CCCc1c(C(=O)NNc2ccc(C)cc2)cnn1-c1ccccc1,-0.1,97,-0.9,0,2,7,-2,5,3

The results go on.
smiles,Efflux pump mplx,Yeast superoxide,MEX-5 binding,GLD-1 TGE inh,Fam108B inh,BCLXL inh,MCL1-BIM inh,EBNA-1 inh,ZTA counter
CCCCNC(=O)c1onc(CSc2ccc(F)c(F)c2)c1C(=O)NCCCC,-0.2,96,2.2,3,-7,-7,0,10,2
Cc1cc(O)cc(O[C@H]2OC(CO)[C@H](O)[C@@H](O)[C@H]2O)c1 (some centres not stated),0.3,108,2.2,2,-1,-3,-2,-3,-1
COc1ccc(C2(C)NC(=O)N(CC(=O)Nc3ccc(-c4nc5ccc(C)cc5s4)cc3)C2=O)cc1 (configuration not stated),0.0,109,-8.1,-18,-64,-29,-42,1,5
COCCCN1C(=O)/C(=C\c2ccc3c(c2)OCO3)C(C(=O)OC)=C1C,-0.1,87,-1.6,0,1,7,4,6,0
C/C(=N/NC(=O)c1ccc2c(c1)OCO2)c1ccc(Br)s1,0.0,89,0.2,6,-3,3,5,-2,-12
Cc1ccc(S(=O)(=O)N2CCN(C(=O)COC(=O)c3ccc(Br)o3)CC2)c(C)c1,0.0,92,1.7,6,-1,2,-2,-4,15
COc1cc(C(=O)Nc2cc(S(C)(=O)=O)ccc2Cl)ccc1OCC(=O)N1CCOCC1,-0.1,83,/,5,/,4,-2,/,-10
CCOc1ccccc1N(CC(=O)NCCSc1ccccc1)S(C)(=O)=O,0.2,91,0.6,0,1,6,0,12,10
O=C1CCCN=C(Nc2ccc(F)c(Cl)c2)S1,0.0,112,0.6,8,1,4,-3,-1,13
Cc1cccnc1CN1CCN(Cc2nc(Cc3cccc(F)c3)no2)CC1,-0.1,106,0.2,2,0,5,4,15,-10
Cn1sc(NC(=O)c2cccc(Cl)c2)nc1=O,0.2,94,-0.9,3,0,10,10,4,2
Cc1cc(Cn2nnc(-c3ccc(Br)cc3)n2)cc(C)c1O,0.0,101,/,-1,/,6,5,/,1
CCC(C)[C@H](NC(=O)C1CC(=O)N(c2ccc3c(c2)OCO3)C1)C(=O)NC1CCCCC1 (some centres not stated),-0.1,125,-21,38*,2,54*,60*,0,5
COc1ccc(-n2c(SCc3cn4c(C)cccc4n3)nc3ccccc3c2=O)cc1OC,0.1,112,3.0,7,-2,9,3,-1,-5
CCOC(=O)Cn1c(=N)n(CCOc2ccc3ccccc3c2)c2ccccc21,0.1,114,1.4,-4,3,4,-2,3,-5

The listing continues.
smiles,Efflux pump mplx,Yeast superoxide,MEX-5 binding,GLD-1 TGE inh,Fam108B inh,BCLXL inh,MCL1-BIM inh,EBNA-1 inh,ZTA counter
NS(=O)(=O)c1ccc(NC(=O)/C=C/c2cccs2)cc1,0.2,95,0.1,7,-5,1,1,55*,0
CCc1nc(SCc2ccccc2)n[nH]1,0.1,86,-2.9,5,2,8,-6,-3,0
Cc1ccc(SCC(=O)NC(=O)Nc2ccc3c(c2)OCCO3)c(C)c1,0.1,99,-3.7,2,0,6,-2,15,16
Fc1ccc(CNC(=S)NCc2ccc(F)cc2)cc1,0.0,95,2.1,0,-4,2,11,-3,-5
COc1ccc(-c2nnn(CC(=O)N(Cc3ccc(F)cc3)C(C(=O)NC3CCCC3)c3ccc(F)cc3)n2)cc1 (configuration not stated),-0.1,103,0.7,4,-3,6,12,10,7
CC(C)[C@H](NC(=O)[C@@H]1CSC2c3ccccc3C(=O)N21)C(=O)N1CCCCC1 (some centres not stated),-0.1,84,0.6,9,0,3,-1,12,6
CC(OC(=O)c1ccc2ncsc2c1)C(=O)Nc1cccc(Cl)c1 (configuration not stated),-0.1,160,/,1,/,1,3,/,-2
COc1ccc(C2SCCN2C(=S)Nc2cccc(Cl)c2)cc1 (configuration not stated),0.2,94,-2.3,0,-1,6,13,-10,8
COc1ccc(C(CCNCc2ccc(F)cc2)c2ccc(F)cc2)cc1 (configuration not stated),-0.1,113,3.5,-4,3,2,1,-1,-26
NC1=NC(c2ccc([N+](=O)[O-])cc2)N(c2ccc(F)cc2)C(N)=N1 (configuration not stated),0.0,100,-0.6,6,-2,3,-6,2,0
CCOC(=O)C1CCCN(C2=NC(=O)/C(=C/c3ccc(N(C)C)cc3)S2)C1 (configuration not stated),0.8,92,23,-168,-10,-72,-124,-7,-24
C[C@H]1O[C@H](O[C@H]2[C@H](O[C@@H]3CC[C@@]4(C)C(CC[C@]5(C)C4CC=C4[C@@H]6CC(C)(C)CC[C@]6(C(=O)O[C@@H]6O[C@H](CO)[C@@H](O)[C@H](O)[C@H]6O)CC[C@]45C)C3(C)C)O[C@H](C(=O)O)[C@@H](O)[C@@H]2O)[C@@H](O)[C@@H](O)[C@@H]1O (some centres not stated),0.3,123,/,3,-8,-2,0,-1,0
CCCc1nc2ccccc2c(=O)n1NC(=O)c1c(O)c2ccccc2[nH]c1=O,0.0,90,-0.7,8,-5,1,4,9,0
O=C(CCc1nc(-c2ccccc2Cl)no1)NCCc1ccccc1,-0.1,103,2.3,4,1,5,0,10,0
COc1ccc(NC(=O)c2nc[nH]c2C(=O)NCCCCCNC(=O)OC(C)(C)C)cc1,0.1,110,/,1,-6,4,8,-11,12

Screening data from PubChem BioAssay.
